INS-1E rescue: protection of INS-1E cells from cytokine death, primary screen, ATP luminescence, single point | INS-1E cytokine-induced death, 48 h; normalised: neutral wells 0, positive control 100 | AID 488910, 2010 | protection from cytokine-induced ATP loss, % at 10 µM | 20,000 tested, 0.1% active;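 active means mean replicate protection from cytokine-induced ATP loss at least 50% and at least 75% of replicates each reaching 50%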
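Material: INS-1E rat cells; Quantity: 8000 cells/well; Buffer or medium: phenol-red-free RPMI with 5% fetal bovine serum; Probe or stimulus: cytokine cocktail of IFN-γ, TNF-α and IL-1β; Compound dosing: single test concentration per compound, delivered by pin transfer; Incubation: 48 h co-treatment, 10 min post-lysis read; Signal: CellTiter-Glo luminescence.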
T cruzi HTS: inhibitors of intracellular Trypanosoma cruzi, primary screen, cell-based, plate reader, single point, set 2; 22,000 tested, 4.9% active; intracellular Trypanosoma cruzi in host cells; activity score (inhibition), % at 5.01 µM; in the data active means activity score above about 55%;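 further: parasites and compound incubated about four days before reading; 0% = median of neutral control wells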
Starred values were filed as active, the others as inactive.

What do the screens show for `C[C@H](CO)N1C[C@H](C)[C@H](CN(C)C(=O)NC2CCCC2)Oc2ncc(-c3ccc(F)cc3)cc2C1=O`?
T cruzi HTS: 7

Results for C[C@H]1CN([C@@H](C)CO)C(=O)Cc2cc(NS(=O)(=O)c3ccc(F)cc3)ccc2O[C@H]1CN(C)CC1CCCCC1 ?
INS-1E rescue: 0; T cruzi HTS: 8

How did O=C(NO)c1cccc(C(=O)N/N=C/c2nccs2)c1 do in these assays?
INS-1E rescue: -8; T cruzi HTS: -15

Results for C[C@H]1CN([C@@H](C)CO)C(=O)c2cc(NC(=O)c3ccncc3)ccc2O[C@@H]1CN(C)C(=O)Nc1ccc(F)cc1 ?
INS-1E rescue: -1; T cruzi HTS: -2

What do the screens show for `C[C@H]1CN([C@@H](C)CO)C(=O)Cc2cc(NS(=O)(=O)c3ccc(Cl)cc3)ccc2O[C@@H]1CN(C)C(=O)Nc1ccc2c(c1)OCO2`?
INS-1E rescue: 2; T cruzi HTS: 5

Results for C[C@@H]1CN([C@H](C)CO)C(=O)c2cccc(NC(=O)Nc3ccc4c(c3)OCO4)c2O[C@H]1CN(C)S(=O)(=O)c1cn(C)cn1 ?
INS-1E rescue: 4; T cruzi HTS: -13

How did C[C@H]1CN([C@@H](C)CO)C(=O)c2cccc(NC(=O)Nc3ccc4c(c3)OCO4)c2O[C@H]1CN(C)S(C)(=O)=O do in these assays?
INS-1E rescue: -1; T cruzi HTS: -12

How did O=C(N/N=C/c1ccc(Br)s1)c1ccccn1 do in these assays?
INS-1E rescue: -3; T cruzi HTS: -6

How did C[C@@H]1CN([C@H](C)CO)C(=O)Cc2cc(NS(=O)(=O)c3cccs3)ccc2O[C@@H]1CN(C)C(=O)Nc1ccccc1 do in these assays?
INS-1E rescue: -6; T cruzi HTS: -8

What do the screens show for `COc1ccc(NC(=O)Nc2ccc3c(c2)C(=O)N([C@H](C)CO)C[C@H](C)[C@H](CN(C)C(=O)C2CCCCC2)OCCCC[C@@H](C)O3)cc1`?
INS-1E rescue: 5; T cruzi HTS: 3

Results for Cc1ccc(S(=O)(=O)Nc2ccc3c(c2)C(=O)N([C@@H](C)CO)C[C@H](C)[C@@H](CN(C)C(=O)Nc2ccc(C(F)(F)F)cc2)O3)cc1 ?
INS-1E rescue: -13; T cruzi HTS: 17

Results for Cc1cc(C(=O)Nc2cccc3c2O[C@@H](CN(C)Cc2ccc(C(F)(F)F)cc2)[C@@H](C)CN([C@H](C)CO)C3=O)n(C)n1 ?
INS-1E rescue: -10; T cruzi HTS: 9

How did Cc1cc(C(=O)Nc2cccc3c2O[C@@H](CN(C)S(=O)(=O)c2cccs2)[C@H](C)CN([C@H](C)CO)C3=O)n(C)n1 do in these assays?
INS-1E rescue: 6; T cruzi HTS: 36

Results for C[C@@H]1CN([C@@H](C)CO)C(=O)CCCn2nncc2CO[C@H]1CN(C)S(C)(=O)=O ?
T cruzi HTS: -14

What do the screens show for `CC(C)=CCC[C@@H](C)C/C=N/NC(=O)CCCCCC(=O)O`?
INS-1E rescue: -13; T cruzi HTS: -34

How did C[C@@H]1CN([C@H](C)CO)C(=O)c2cccc(NC(=O)c3nc4ccccc4s3)c2O[C@H]1CN(C)S(=O)(=O)c1ccc(F)cc1 do in these assays?
INS-1E rescue: -18; T cruzi HTS: 16

How did C[C@H](CO)N1C[C@H](C)[C@H](CN(C)Cc2ccc(C(=O)Nc3ccccc3N)cc2)Oc2ccc(NC(=O)Nc3ccc(C(F)(F)F)cc3)cc2C1=O do in these assays?
INS-1E rescue: -6; T cruzi HTS: 42

How did Cc1noc(C)c1NC(=O)Nc1ccc2c(c1)CC(=O)N([C@@H](C)CO)C[C@H](C)[C@H](CN(C)C)O2 do in these assays?
INS-1E rescue: 2; T cruzi HTS: 3

What do the screens show for `C[C@@H]1CCCCO[C@H](CN(C)Cc2ccncc2)[C@@H](C)CN([C@H](C)CO)C(=O)c2cc(NS(=O)(=O)c3ccc(F)cc3)ccc2O1`?
INS-1E rescue: -1; T cruzi HTS: -1

What do the screens show for `C[C@@H]1CN([C@H](C)CO)C(=O)c2cccc(NC(=O)Nc3ccccc3)c2O[C@H]1CN(C)Cc1ccccc1`?
INS-1E rescue: 4; T cruzi HTS: -2

Among those listed so far, these contain two or more sulfur atoms:
How did C[C@@H]1CN([C@H](C)CO)C(=O)Cc2cc(NS(=O)(=O)c3cccs3)ccc2O[C@@H]1CN(C)C(=O)Nc1ccccc1 do in these assays?
INS-1E rescue: -6; T cruzi HTS: -8

How did Cc1cc(C(=O)Nc2cccc3c2O[C@@H](CN(C)S(=O)(=O)c2cccs2)[C@H](C)CN([C@H](C)CO)C3=O)n(C)n1 do in these assays?
INS-1E rescue: 6; T cruzi HTS: 36

How did C[C@@H]1CN([C@H](C)CO)C(=O)c2cccc(NC(=O)c3nc4ccccc4s3)c2O[C@H]1CN(C)S(=O)(=O)c1ccc(F)cc1 do in these assays?
INS-1E rescue: -18; T cruzi HTS: 16

Further structures:
What do the screens show for `Cc1ccc(S(=O)(=O)Nc2ccc3c(c2)CC(=O)N([C@@H](C)CO)C[C@H](C)[C@@H](CN(C)S(=O)(=O)c2ccc(F)cc2)O3)cc1`?
INS-1E rescue: 3; T cruzi HTS: 3

Results for C[C@@H]1CN([C@@H](C)CO)C(=O)c2cc(NC(=O)Cn3cnnn3)ccc2O[C@@H]1CN(C)C(=O)Nc1ccccc1 ?
INS-1E rescue: 5; T cruzi HTS: 2

How did COc1ccc(CN(C)C[C@H]2Oc3ccc(NC(=O)CCCCCC(=O)Nc4ccccc4N)cc3CC(=O)N([C@@H](C)CO)C[C@H]2C)cc1 do in these assays?
INS-1E rescue: 2; T cruzi HTS: 3

What do the screens show for `C[C@@H]1CN([C@H](C)CO)C(=O)c2cc(NC(=O)CCC(F)(F)F)ccc2O[C@@H]1CN(C)C(=O)NC1CCCCC1`?
INS-1E rescue: 3; T cruzi HTS: -9

What do the screens show for `C[C@@H]1CN([C@H](C)CO)C(=O)c2cc(NS(=O)(=O)c3ccc(Cl)cc3)ccc2O[C@@H]1CN(C)S(=O)(=O)c1cn(C)cn1`?
INS-1E rescue: 4; T cruzi HTS: 4

Results for C[C@@H]1CN([C@@H](C)CO)C(=O)c2cccc(NC(=O)c3cnccn3)c2O[C@@H]1CN(C)Cc1ccc(C(F)(F)F)cc1 ?
INS-1E rescue: -12; T cruzi HTS: -12

Results for C[C@@H]1CN([C@H](C)CO)C(=O)c2cc(NC(=O)Nc3ccc(F)cc3)ccc2O[C@H]1CN(C)C(=O)Nc1ccccc1 ?
INS-1E rescue: -14; T cruzi HTS: 10

How did CC(C)NC(=O)Nc1cccc2c1O[C@H](CN(C)C(=O)NC1CCCCC1)[C@@H](C)CN([C@@H](C)CO)C2=O do in these assays?
INS-1E rescue: 4; T cruzi HTS: -16

Results for Cc1ccc(S(=O)(=O)Nc2ccc3c(c2)C(=O)N([C@H](C)CO)C[C@H](C)[C@H](CN(C)S(=O)(=O)c2ccccc2)O3)cc1 ?
T cruzi HTS: 74*

How did C[C@H]1CN([C@@H](C)CO)C(=O)Cc2cc(NS(=O)(=O)c3ccc(F)cc3)ccc2O[C@@H]1CN(C)Cc1ccc(Oc2ccccc2)cc1 do in these assays?
INS-1E rescue: -19; T cruzi HTS: 66*

How did C[C@@H]1CN([C@H](C)CO)C(=O)c2cccc(NS(C)(=O)=O)c2O[C@@H]1CN(C)S(=O)(=O)c1ccc(F)cc1 do in these assays?
INS-1E rescue: 7; T cruzi HTS: -28

How did CNC[C@@H]1Oc2ccc(NS(=O)(=O)c3c(C)noc3C)cc2C(=O)N([C@H](C)CO)C[C@@H]1C do in these assays?
INS-1E rescue: 10; T cruzi HTS: -4

What do the screens show for `Cc1noc(C)c1NC(=O)N(C)C[C@H]1Oc2ccc(NS(=O)(=O)c3c(C)noc3C)cc2CC(=O)N([C@@H](C)CO)C[C@H]1C`?
INS-1E rescue: 6; T cruzi HTS: -9

Results for C[C@@H]1CN([C@H](C)CO)C(=O)c2cc(NC(=O)Nc3ccccc3)ccc2O[C@H]1CN(C)C(=O)NC1CCCCC1 ?
INS-1E rescue: 11; T cruzi HTS: -13

How did COc1ccc(NC(=O)Nc2ccc3c(c2)CC(=O)N([C@@H](C)CO)C[C@H](C)[C@@H](CN(C)S(=O)(=O)c2cccs2)O3)cc1 do in these assays?
INS-1E rescue: 7; T cruzi HTS: -4

How did C[C@H](CO)N1C[C@H](C)[C@H](CN(C)S(=O)(=O)c2ccc(F)cc2)Oc2c(NC(=O)CCCCCC(=O)Nc3ccccc3N)cccc2C1=O do in these assays?
INS-1E rescue: 7; T cruzi HTS: 63*

Results for Cc1cc(C(=O)Nc2cccc3c2O[C@@H](CN(C)Cc2ccc4c(c2)OCO4)[C@H](C)CN([C@H](C)CO)C3=O)n(C)n1 ?
INS-1E rescue: -10; T cruzi HTS: 0

How did COc1ccc(NC(=O)Nc2ccc3c(c2)CC(=O)N([C@H](C)CO)C[C@@H](C)[C@H](CN(C)Cc2ccc(Oc4ccccc4)cc2)O3)cc1 do in these assays?
INS-1E rescue: -25; T cruzi HTS: 10

What do the screens show for `COc1ccc(NC(=O)Nc2cccc3c2O[C@@H](CN(C)Cc2ccc(-c4ccccc4)cc2)[C@H](C)CN([C@H](C)CO)C3=O)cc1`?
INS-1E rescue: -5; T cruzi HTS: -11

How did C[C@H]1CN([C@@H](C)CO)C(=O)c2cccc(NC(=O)C3CCOCC3)c2O[C@@H]1CN(C)C(=O)Nc1ccc(C(F)(F)F)cc1 do in these assays?
INS-1E rescue: 11; T cruzi HTS: -43

Results for Cc1noc(C)c1S(=O)(=O)Nc1ccc2c(c1)C(=O)N([C@H](C)CO)C[C@H](C)[C@H](CN(C)S(C)(=O)=O)O2 ?
INS-1E rescue: -1; T cruzi HTS: -4

Results for C[C@@H]1CN([C@@H](C)CO)C(=O)Cc2cc(NC(=O)C3CC3)ccc2O[C@@H]1CN(C)Cc1ccc(C(=O)O)cc1 ?
INS-1E rescue: 21; T cruzi HTS: -47

What do the screens show for `CNC[C@H]1Oc2ccc(NC(=O)c3ccncc3)cc2C(=O)N([C@H](C)CO)C[C@H]1C`?
INS-1E rescue: 6; T cruzi HTS: -25

What do the screens show for `O=C(O)CCCCCC(=O)NN=C1CCCC1`?
INS-1E rescue: -3; T cruzi HTS: -9

How did Cc1ccc(S(=O)(=O)Nc2cccc3c2O[C@H](CN(C)Cc2ccncc2)[C@@H](C)CN([C@H](C)CO)C3=O)cc1 do in these assays?
INS-1E rescue: 3; T cruzi HTS: -1

How did C[C@H]1CN([C@@H](C)CO)C(=O)Cc2cc(NC(=O)Cc3cn(C)c4ccccc34)ccc2O[C@@H]1CN(C)S(=O)(=O)c1ccccc1 do in these assays?
INS-1E rescue: 6; T cruzi HTS: -10

What do the screens show for `Cc1noc(C)c1NC(=O)N(C)C[C@@H]1Oc2c(NS(=O)(=O)c3ccccc3)cccc2C(=O)N([C@H](C)CO)C[C@H]1C`?
INS-1E rescue: 6; T cruzi HTS: -21

Results for C[C@H]1CN([C@@H](C)CO)C(=O)Cc2cc(N(C)C)ccc2O[C@@H]1CN(C)C(=O)Nc1ccccc1 ?
INS-1E rescue: 4; T cruzi HTS: -21

How did C[C@@H]1CCCCO[C@@H](CN(C)Cc2ccncc2)[C@@H](C)CN([C@H](C)CO)C(=O)c2cc(NS(=O)(=O)c3cn(C)cn3)ccc2O1 do in these assays?
INS-1E rescue: 14; T cruzi HTS: -25

How did C[C@H](CO)N1C[C@H](C)[C@H](CN(C)Cc2ccc(-c3ccccc3)cc2)Oc2c(NC(=O)Nc3ccc(F)cc3)cccc2C1=O do in these assays?
INS-1E rescue: -43; T cruzi HTS: 12

How did C[C@@H]1CN([C@H](C)CO)C(=O)CCCn2cc(nn2)CO[C@H]1CN(C)C(=O)Nc1ccc(C(F)(F)F)cc1 do in these assays?
INS-1E rescue: 5; T cruzi HTS: -18

How did C[C@@H]1CN([C@H](C)CO)C(=O)c2cc(NC(=O)CCN3CCOCC3)ccc2O[C@H]1CN(C)Cc1ccncc1 do in these assays?
INS-1E rescue: 2; T cruzi HTS: -23

Results for COc1ccc(NC(=O)Nc2ccc3c(c2)CC(=O)N([C@H](C)CO)C[C@H](C)[C@H](CN(C)C(=O)Nc2ccc(F)cc2)O3)cc1 ?
INS-1E rescue: 11; T cruzi HTS: -8

What do the screens show for `C[C@H]1CN([C@@H](C)CO)C(=O)c2cc(NC(=O)C3CCCCC3)ccc2O[C@@H]1CN(C)S(=O)(=O)c1ccc(Cl)cc1`?
INS-1E rescue: 2; T cruzi HTS: -8

How did C[C@H](CO)N1C[C@H](C)[C@H](CN(C)S(C)(=O)=O)Oc2c(NC(=O)NC3CCCCC3)cccc2C1=O do in these assays?
INS-1E rescue: 10; T cruzi HTS: -18

What do the screens show for `C[C@H](CO)N1C[C@H](C)[C@H](CN(C)Cc2ccc(C(=O)Nc3ccccc3N)cc2)Oc2ccc(NS(=O)(=O)c3ccc(F)cc3)cc2C1=O`?
INS-1E rescue: 18; T cruzi HTS: 63*

Copied from the results shown, 4 compounds:
How did C[C@H](CO)N1C[C@H](C)[C@H](CN(C)Cc2ccc(-c3ccccc3)cc2)Oc2c(NC(=O)Nc3ccc(F)cc3)cccc2C1=O do in these assays?
INS-1E rescue: -43; T cruzi HTS: 12

How did C[C@@H]1CN([C@H](C)CO)C(=O)CCCn2cc(nn2)CO[C@H]1CN(C)C(=O)Nc1ccc(C(F)(F)F)cc1 do in these assays?
INS-1E rescue: 5; T cruzi HTS: -18

How did C[C@@H]1CN([C@H](C)CO)C(=O)c2cc(NC(=O)CCN3CCOCC3)ccc2O[C@H]1CN(C)Cc1ccncc1 do in these assays?
INS-1E rescue: 2; T cruzi HTS: -23

Results for COc1ccc(NC(=O)Nc2ccc3c(c2)CC(=O)N([C@H](C)CO)C[C@H](C)[C@H](CN(C)C(=O)Nc2ccc(F)cc2)O3)cc1 ?
INS-1E rescue: 11; T cruzi HTS: -8

Bioassay records deposited in PubChem by Broad Institute.
